TbREL1 primary: TbREL1 inhibition, primary screen | TbREL1 RNA ligation, FRET fluorescence | inhibition, % at 9.66 µM | 0.49% of 89,000 active;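 active = inhibition above the mean inhibition across all screened compounds plus 3 SD, cut at about 11% in these data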;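 note: 0% = plate median of test wells and 100% = NSC42067 control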
Target sequence (P86926 whole entry, looked up): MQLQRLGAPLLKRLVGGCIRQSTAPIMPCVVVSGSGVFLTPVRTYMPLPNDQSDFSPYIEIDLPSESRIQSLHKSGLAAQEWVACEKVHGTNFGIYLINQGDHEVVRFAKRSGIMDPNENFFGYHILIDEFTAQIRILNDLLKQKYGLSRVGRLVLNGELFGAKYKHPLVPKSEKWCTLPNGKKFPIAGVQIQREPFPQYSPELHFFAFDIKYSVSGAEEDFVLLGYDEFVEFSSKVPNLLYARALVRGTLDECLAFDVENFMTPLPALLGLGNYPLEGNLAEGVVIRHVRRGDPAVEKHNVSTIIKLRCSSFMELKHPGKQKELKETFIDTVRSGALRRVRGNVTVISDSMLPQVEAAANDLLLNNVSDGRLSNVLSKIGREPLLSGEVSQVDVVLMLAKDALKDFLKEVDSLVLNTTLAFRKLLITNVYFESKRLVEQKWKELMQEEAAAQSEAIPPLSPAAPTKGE
* marks the source's active call; other numbers are inactive results; & = joins results of further samples.

SMILES	TbREL1 primary
COc1cc(C(=S)N2CCOCC2)cc(OC)c1OS(=O)(=O)c1ccc(NC(C)=O)cc1	-3.4
COc1ccccc1NC(=O)CSc1nnc(CC(=O)Nc2ccccc2F)n1C	-0.2
COc1cc(OC)cc(C(=O)N2CCN(c3ccccc3F)CC2)c1	7.8
O=C1CCN(Cc2ccc(Br)cc2)CCN1[C@H](CO)c1ccccc1	-1.7
S=c1[nH]nc(-c2cc(-c3ccccc3)n[nH]2)n1/N=C/c1cccc2ccccc12	-3.2
CC(Sc1cccc[n+]1[O-])C(=O)Nc1cccc(S(=O)(=O)N2CCOCC2)c1 (stereo not drawn)	-0.7
COc1ccccc1C(C)NCC(=O)NC(=O)NCc1ccco1 (stereo not drawn)	-0.8
O=C(CN(C(=O)CCC(=O)Nc1nccs1)c1cccc(F)c1)NCCc1ccccc1	-1.6
COC(=O)N/N=C/c1cn(CCCOc2ccccc2)c2ccccc12	-1.3
CCn1c(COc2ccc(Cl)cc2)nnc1SCC(=O)Nc1ccccc1-c1ccccc1	0.0

A draw from above in order of length of the SMILES, rising.
SMILES	TbREL1 primary
COC(=O)N/N=C/c1cn(CCCOc2ccccc2)c2ccccc12	-1.3
COc1ccccc1NC(=O)CSc1nnc(CC(=O)Nc2ccccc2F)n1C	-0.2
COc1cc(C(=S)N2CCOCC2)cc(OC)c1OS(=O)(=O)c1ccc(NC(C)=O)cc1	-3.4

More results.
SMILES	TbREL1 primary
CCN1CCCc2cc(CN(CCN3CCOCC3)C(=S)Nc3ccc(OC)c(Cl)c3)ccc21	6.9
CCOC(=O)c1sc2nc(C)cc(C)c2c1N	1.8
Cc1nc(CCNS(=O)(=O)c2cccnc2)cs1	3.9
O=C(COc1cccc(Cl)c1)NCC(c1cccs1)N1CCOCC1 (stereo not drawn)	-3.3
COc1ccc(S(=O)(=O)NCCCN2CCOCC2)c2ccccc12	-0.8
CCC(C)c1ccc(NC(=O)CSc2nnc(-c3cccc(C)c3)n2C)cc1 (stereo not drawn)	2.7
OC(COC(c1ccc(Cl)cc1)c1ccc(Cl)cc1)CN1CCCC1 (stereo not drawn)	4.8
O=c1c(-c2nc3ccccc3s2)cccn1Cc1ccc(Cl)cc1	1.9
O=C1c2oc3ccccc3c(=O)c2C(c2ccccn2)N1Cc1ccccc1 (stereo not drawn)	0.5
CN(c1ccccc1)S(=O)(=O)c1ccc(Cl)c(C(=O)OCC(=O)c2c(N)n(C)c(=O)n(C)c2=O)c1	1.1
Cc1ccc(/C=N\NC(=O)c2ccc3c(c2)OCO3)o1	-1.4
COc1ccc(NC(C)=O)cc1NC(=O)CN1CCN(C(=O)c2ccco2)CC1	8.5
CC(=O)Cc1cc(O)c2ccccc2c1OC(=O)c1ccccc1	-1.6
O=C(COC(=O)c1ccccc1SCC(=O)N1CCCC1)Nc1ccccc1C(F)(F)F	-3.8
O=C(Nc1nnc(-c2ccccc2Cl)o1)c1nc2ccccc2s1	-4.7
COc1ccc(/C=N/n2c(=O)[nH]c3c([nH]c4ccc(Br)cc43)c2=O)cc1CN1CCOCC1	-0.8
C=CCn1c(=NC(=O)C2CC2)sc2cc(NC(C)=O)ccc21	1.6
O=c1ccn(Cc2ccccc2)c(=O)n1Cc1ccccc1	-3.8
O=S1(=O)N=C(N(CCO)/N=C/c2ccccc2)c2ccccc21	2.5
C[C@H](O)[C@@H]1C(=O)N2CCc3ccc(-c4ccccc4)cc3[C@@H]2C[C@@H]1N(C)C(=O)Nc1cc(Cl)cc(Cl)c1	4.3
CC1CN(S(=O)(=O)c2cccc(C(=O)Nc3cc(Cl)ccc3N3CCOCC3)c2)CC(C)O1 (stereo not drawn)	-3.0
Cc1ccc(C)c(OC(=O)c2cccnc2Cl)c1C	2.1
O=S(=O)(c1ccccc1OC(F)(F)F)N1CCN(c2ccnc3cc(Cl)ccc23)CC1	-1.4
CN1CCN(NC(=O)c2c(-c3ccccc3)sc3ccccc23)CC1	-2.4
Cc1ccc(C)c(NC(=O)CN(C)C(=O)c2ccccc2OCc2ccc(Cl)cc2)c1	2.1
Cn1c(SC/C=C/c2ccccc2)nnc1-c1cccnc1	-2.4
CCC(=O)N1CCc2cc(Br)cc(S(=O)(=O)N3CCN(C(=O)c4ccco4)CC3)c21	-2.2
Cc1ccc(CN2CC(=O)N3[C@H]4c5cc(C)ccc5OC[C@@H]4[C@H](c4ccccc4)[C@]3(C)C2=O)cc1	0.5
Cc1cc(NC(=O)CCC(=O)N(Cc2cccnc2)C(C(=O)NC(C)(C)C)c2ccccc2Cl)no1 (stereo not drawn)	3.5
NC(=O)CC(NC(=O)Cc1ccc(Br)cc1)c1ccc(NCc2cc(F)ccc2F)c([N+](=O)[O-])c1 (stereo not drawn)	-1.7
COc1ccc(-c2ccc(/C=C3\C(=O)N(c4ccccc4)N=C3c3ccccc3)o2)c([N+](=O)[O-])c1	-0.5
O=C(CCSc1ccccc1)OCn1nnc2ccccc2c1=O	-0.1
COC(=O)C1=C(C)N(C(C)c2ccccc2)C(=O)C1 (stereo not drawn)	-0.4
CC(C)S(=O)(=O)c1csc(C(=O)NN)c1-n1cccc1	2.7
Cc1ccc(OCc2nnc(SCC(=O)c3ccc(-c4ccccc4)cc3)n2Cc2ccco2)cc1	-5.4
O=C1c2ccccc2C(=O)N1CSc1ncccn1	-1.2
CC(C)(CNC(=O)c1ccc(NS(=O)(=O)c2ccc(Br)cc2)cc1)N1CCOCC1	-0.5
COc1cccc(OC)c1OCCCCCc1c(C)n[nH]c1C	-0.9
CC1CCCN(c2ccc(C(=O)NCc3ccccc3)cn2)C1 (stereo not drawn)	-5.8
CCOC(=O)CN1CC23C=CC(O2)C(C(=O)Nc2cc(OC)ccc2OC)C3C1=O (stereo not drawn)	-1.7
O=C(NC1CCCCC1)C(c1ccnc2ccccc12)n1c(=O)c(-c2ccccc2)nc2ccccc21 (stereo not drawn)	-1.0
CCc1nc(SCC(=O)c2ccc3c(c2)OCCO3)c2ccccc2n1	-2.6
O=C(N[C@H]1C/C=C\C[C@@H](CC(=O)N(CCO)Cc2ccccc2)C(=O)N2CCC[C@H]2COC1=O)OCC1c2ccccc2-c2ccccc21	-2.4
O=C(CNC(=O)c1ccco1)OCC(=O)c1ccccc1	-0.7
COc1ccc(CN2C(=O)c3ccccc3C2c2nnnn2Cc2ccccc2)cc1 (stereo not drawn)	-2.1
Cc1ccc(NC(=S)N/N=C/c2ccc(Cl)c([N+](=O)[O-])c2)cc1	3.8
Cc1cc([N+](=O)[O-])ccc1NC(=O)c1sc2ncn(CC(=O)N3CCOCC3)c(=O)c2c1C	-1.2
CCC(c1nnnn1C1CCCC1)N1CCN(c2ccccc2)CC1 (stereo not drawn)	-4.5
COC(=O)C1=C(C)N(Cc2ccccc2)C(=S)NC1c1cccc(OC)c1 (stereo not drawn)	-5.1
Cc1nn2c3ccccc3nc2c2ccccc12	2.0
New compounds follow
SMILES	TbREL1 primary
CC(=O)N1N=C(c2ccc(NS(C)(=O)=O)cc2)CC1c1ccc2nccnc2c1 (stereo not drawn)	-4.0
O=C(CCCc1ccccc1)Nc1ccccc1[N+](=O)[O-]	2.5
Cc1c(C#N)c(N=CN(C)C)c(C(=O)c2ccc(Br)cc2)n1-c1ccc(Cl)cc1	-1.9
O=c1[nH]c(Nc2ccccn2)cc2ccccc12	-2.5
Cc1ccc(S(=O)(=O)N(C)C[C@H]2Oc3ncc(-c4ccccc4)cc3C(=O)N([C@@H](C)CO)C[C@@H]2C)cc1	-0.5
NNC(=O)CN1C(c2ccc(Br)cc2)=Nc2ccc(Br)cc2C1c1ccccc1 (stereo not drawn)	-0.7
O=C(O)CCc1ccc(-c2cccs2)n1Cc1ccco1	-0.4
COc1ccc(S(=O)(=O)Nc2ccc3c(c2)C(=O)N([C@H](C)CO)C[C@H](C)[C@@H](CN(C)S(=O)(=O)c2ccc(F)cc2)O3)cc1	-1.6
CCOC(=O)/C=C1\SCC(=O)N1CC(=O)Nc1ccc(C(C)C)cc1	-2.9
CC1(C(=O)N(CC(=O)NC2CCCC2)Cc2ccc(Cl)cc2)CC(=O)N=C2C=CC=CN21 (stereo not drawn)	-0.4

3 entries from above, field by field:
> O=c1[nH]c(Nc2ccccn2)cc2ccccc12
  TbREL1 primary: -2.5

> Cc1ccc(S(=O)(=O)N(C)C[C@H]2Oc3ncc(-c4ccccc4)cc3C(=O)N([C@@H](C)CO)C[C@@H]2C)cc1
  TbREL1 primary: -0.5

> NNC(=O)CN1C(c2ccc(Br)cc2)=Nc2ccc(Br)cc2C1c1ccccc1 (stereo not drawn)
  TbREL1 primary: -0.7

(cont.)
SMILES	TbREL1 primary
CCOc1ccc(C2CC(c3ccc(F)cc3)n3ncnc3N2)cc1 (stereo not drawn)	-0.5
COc1ccc(OC)c(NC(=O)O[C@@H]2CC[C@@]34CCCN3C(=O)CCC[C@H]4C2)c1	-0.9
COc1ccc(CCCNC(=O)C2Cc3c(-c4ccc5c(c4)OCO5)ccnc3O2)cc1 (stereo not drawn)	4.2
COc1cc(CC(CC(=O)c2ccc3c(c2)OCO3)C(=O)O)cc(OC)c1OC (stereo not drawn)	-1.1
CN1CCN(S(=O)(=O)c2ccc(NCc3ccc4c(c3)OCO4)nc2)CC1	-2.0
CC(C)c1cc(-c2cc(C(=O)NCc3ccccc3)on2)nc(NC2CCCC2)n1	5.1
COCC1CCN(C(=O)C2CCC(=O)N(CCc3ccc(Cl)cc3)C2)CC1 (stereo not drawn)	1.0
CCCC1CCC2(CCCN2CCOC(=O)Nc2ccccc2OC)CC1 (stereo not drawn)	-2.1
CCCn1c(=O)c(C(=O)NCc2ccc3c(c2)OCO3)c(O)c2ccccc21	4.4
c1csc(CNc2ncnc3ccc(-c4ccc5c(c4)OCO5)cc23)c1	4.0&7.9&2.2
COc1ccccc1C(=O)NCCC(=O)NCC1COc2ccccc2O1 (stereo not drawn)	-0.4
COc1ccccc1C1CCN(Cc2c(C)[nH]c3ccccc23)CC1	1.4
CC(=O)C[C@@H](O)CC(=O)[C@H]1OC(=O)[C@H](C)CCCCc2ccccc21	-0.4
C[C@@H]1CN([C@@H](C)CO)C(=O)Cc2cc(NC(=O)C3CCCCC3)ccc2O[C@H]1CN(C)S(=O)(=O)c1ccccc1	2.7
O=C1OCCN1C(=O)[C@H]1[C@H](c2ccc(Cl)cc2)C(c2ccccc2)=NN1c1ccc(Br)cc1	-3.1
COc1ccc(OC)c(NC(=O)C2(C)CCN2C(=O)CCC2CCCC2)c1 (stereo not drawn)	2.5
O=C1N(Cc2ccccc2F)c2ccccc2C12OCCCO2	1.3
O=C(CN(c1ccc(Cl)cc1)S(=O)(=O)c1ccccc1)N/N=C/c1ccco1	-3.0
O=C(COC(=O)COc1ccc(Cl)cc1)Nc1ccc(F)c([N+](=O)[O-])c1	5.2
CC(Sc1nc2cc([N+](=O)[O-])ccc2n1-c1cccc(C(F)(F)F)c1)C(=O)NC(N)=O (stereo not drawn)	2.7

Next part; the last 3 above are carried over.
SMILES	TbREL1 primary
O=C(CN(c1ccc(Cl)cc1)S(=O)(=O)c1ccccc1)N/N=C/c1ccco1	-3.0
O=C(COC(=O)COc1ccc(Cl)cc1)Nc1ccc(F)c([N+](=O)[O-])c1	5.2
CC(Sc1nc2cc([N+](=O)[O-])ccc2n1-c1cccc(C(F)(F)F)c1)C(=O)NC(N)=O (stereo not drawn)	2.7
COc1ccc(-c2nc(-c3ccccc3OC)no2)cc1OC	1.7
Cn1c(-c2cc3ccc(OC(=O)C(C)(C)C)cc3oc2=O)nc2ccccc21	-1.0
Cc1ccc(S(=O)(=O)N(C)C)cc1NC(=O)COC(=O)c1ccc2ccccc2n1	-2.5
O=c1c2cc3cc4c(cc3nc2ncn1CCc1ccccc1)OCO4	14.8*
Cc1ccc(CNc2ccc(N3CCOCC3)cc2)s1	0.0
CCn1cnc2c1c(=O)n(CC(=O)NCc1ccccc1)c(=O)n2Cc1ccccc1	-1.6
CC(C)[C@H](NC(=O)c1ccco1)C(=O)OCC(=O)Nc1ccccc1OC(F)F	-2.9
CC(/C=N/NC(=O)c1cc(-c2cccn2C)n[nH]1)=C\c1ccccc1	-6.1
O=C(CN1CCN(C(=O)N2CCOCC2)CC1)Nc1ccc(Br)cc1	-0.2
CC(=O)N1c2ccc(S(=O)(=O)N3CCC(C(=O)NC4CCC(C)CC4)CC3)cc2CC1C (stereo not drawn)	0.0
CCN(CC)c1ccc(-c2n[nH]c(=S)n2-c2ccccc2)cc1	-7.5
Cc1ccc(CN(C(=O)CNC(=O)c2cccs2)C(C(=O)NCC2CCCO2)c2ccccc2)cc1 (stereo not drawn)	-2.7
Cc1ccc(C(=O)NC2CCCCCC2)cc1N1CCCC1=O	-0.7
Cc1ccc(C(=O)c2cncc(Br)c2)cc1	7.5
CCN1C[C@@H]2[C@@H]3C(=O)N(C)C(=O)[C@@H]3[C@](C)(C1=O)N2C(=O)c1ccc(Cl)cc1	0.1
O=C(CCCCCN1C(=O)CCC1=O)NCc1ccccc1	2.6
Oc1ccc(Cl)cc1C1=NCCNC(C(F)(F)C(F)F)=C1	-3.3
CCOC(=O)c1cnc2nc(NCc3ccc(OC)c(OC)c3)[nH]n2c1=O	6.1
N#CCCn1c(SCC(=O)c2c[nH]c3ccccc23)nc2ccccc21	2.8
O=C(C[n+]1cc2ccccc2c2ccccc21)c1ccccc1	13.1*

Part of the list above, with values ahead of the structure:
TbREL1 primary | mol
-3.3 | Oc1ccc(Cl)cc1C1=NCCNC(C(F)(F)C(F)F)=C1
6.1 | CCOC(=O)c1cnc2nc(NCc3ccc(OC)c(OC)c3)[nH]n2c1=O

The listing continues:
SMILES	TbREL1 primary
CCCOc1ccc(CNC(=O)Cn2c(=O)oc3ccccc32)cc1	-1.1
O=C(O)c1c(-c2ccccc2)c(-c2ccccc2)nc2ccccc12	4.4
CCCOc1ccc(F)cc1-c1cc(C(=O)Nc2ccc(C)c(NS(C)(=O)=O)c2)[nH]n1	-1.4
COc1ccc(S(=O)(=O)N2CCCOC2CNC(=O)C(=O)NC2CCCC2)cc1 (stereo not drawn)	9.0
Cc1nc(-c2cccc(NC(=O)C3CCCCC3)c2)cs1	-1.2
Cc1cc(C)n(CC(C)(O)c2ccccc2)n1 (stereo not drawn)	-1.0
O=C(c1ccc(Br)o1)N1CCN(c2ccccn2)CC1	-0.2
CCCCCn1c(CN2CCCCC2C)nc2c1c(=O)n(C)c(=O)n2C (stereo not drawn)	4.6
O=C(Nn1nnnc1Nc1ccccc1)C12CC3CC(CC(C3)C1)C2	1.7
CCc1cc(=O)[nH]c(-n2[nH]c(-c3ccccc3)cc2=O)n1	-1.0
NS(=O)(=O)c1ccc(NC(=S)NC(=O)c2cccnc2)cc1	4.6

This is a subset; rates above refer to the full screens.
